JMJD2A Tudor: qHTS Assay for Inhibitors of JMJD2A-Tudor Domain | Lysine-specific demethylase 4A (Homo sapiens), O75164 | AlphaScreen JMJD2A-Tudor / H3K4me3 peptide binding | Potency, µM (titrated, usually from 114 µM), without a hit: top-dose activity change, negative = inhibition, hits mostly inhibitors | hit rate 4.4% among 390,000; further: on the % scale 0 is the no-effect control and ±100 the full control effect; nearly all actives have a fitted effect of over 50% in size
G9a inh: qHTS Assay for Inhibitors of Histone Lysine Methyltransferase G9a. Histone-lysine N-methyltransferase EHMT2 (Homo sapiens), Q96KQ7. hit rate 8.8% among 350,000. G9a H3K9 monomethylation, AlphaScreen, 2 h. Potency, µM (doses to about 102 µM), for the others: at the highest dose activity, negative = inhibition, most hits filed as inhibitors; further: on the % scale 0 is the no-effect control and ±100 the full control effect; nearly all actives have a fitted effect of over 75% in size
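Chemiluminescent proximity detection of H3K9 monomethylation, read after 10 min bead incubation in the dark. Reaction: 20 nM G9a, 500 nM biotin-H3K9 peptide, 20 uM SAM cofactor, 2 h, room temperature, following 15 min enzyme-compound preincubation.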
BLM helicase inh: qHTS Assay for Inhibitors of Bloom's syndrome helicase (BLM) | Potency, µM (top dose mostly 56.1 µM), for inactives: top-dose activity change, negative = inhibition, most hits filed as inhibitors | hit rate 0.2% among 350,000 | recombinant BLM DNA unwinding, fluorescence dequenching | AID 2528, 2010;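 further: plate controls were vehicle for no effect and no enzyme for full effect; nearly all actives have a fitted effect of over 35% in size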
Pol eta inh: qHTS for Inhibitors of Polymerase Eta | DNA polymerase eta (Homo sapiens), Q9Y253 | recombinant Pol eta, fluorescent DNA replication assay | Potency, µM (highest dose often 114 µM), for the others: at the highest dose activity change, negative = inhibition, hits mostly inhibitors | hit rate 1.2% among 390,000 | AID 588591, 2011; further: on the % scale 0 is the no-effect control and ±100 the full control effect
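Fluorescent replication assay: 50 nM final substrate added after a 15 min room-temperature compound preincubation with 10 nM enzyme. Signal taken at 0 min and again at 10 min.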
Pol kappa inh: qHTS for Inhibitors of Polymerase Kappa; DNA polymerase kappa (Homo sapiens), Q9UBT6; purified Pol kappa, fluorescent DNA synthesis assay, 10 min; Potency, µM (highest dose often 107 µM), for the others: at the top dose activity, negative = inhibition, most hits filed as inhibitors; hit rate 0.53% among 400,000; AID 588579, 2011; further: on the % scale 0 is the no-effect control and ±100 the full control effect
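10 nM Pol kappa preincubated 15 min at room temperature with compounds, then reaction started with substrate at 50 nM final. Fluorescence read kinetically at 0 and 10 min; buffer-only wells served as negative control.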
Pol iota inh: qHTS for Inhibitors of Polymerase Iota. DNA polymerase iota (Homo sapiens), Q9UNA4. Pol iota fluorescent replication assay, 10 min. Potency, µM (titrated, usually from 115 µM), without a hit: top-dose activity, negative = inhibition, hits mostly inhibitors. hit rate 1% among 390,000. AID 588590, 2011
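Pol iota at 10 nM preincubated 15 min with compounds at room temperature; reaction started with fluorescent substrate, 50 nM final. Fluorescence read kinetically at 0 and 10 min; buffer-only wells as negative control.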
POLB inh: qHTS Assay for Inhibitors of DNA Polymerase Beta; P06746; Pol beta primer extension/strand displacement, fluorescence kinetic; Potency, µM (series often up to 114 µM), for inactives: at the highest dose activity change, negative = inhibition, actives largely listed as inhibitors; hit rate 1.3% among 340,000; AID 485314, 2010; further: on the % scale 0 is the no-effect control and ±100 the full control effect
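Human Pol beta at 10 nM; strand-displacement substrate 50 nM final. Compound exposure 15 min at room temperature before start, reaction 10 min at room temperature.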
BAZ2B inh: qHTS Assay for Inhibitors of BAZ2B; Bromodomain adjacent to zinc finger domain protein 2B (Homo sapiens), Q9UIF8; AlphaScreen BAZ2B-H3K14Ac peptide displacement; Potency, µM (highest dose often 114 µM), for the others: top-dose activity change, negative = inhibition, most hits filed as inhibitors; hit rate 4.4% among 360,000; AID 504333, 2011; further: on the % scale 0 is the no-effect control and ±100 the full control effect; nearly all actives have a fitted effect of over 60% in size
Target sequence (Q9UIF8 whole entry, looked up, the tested form may be a part): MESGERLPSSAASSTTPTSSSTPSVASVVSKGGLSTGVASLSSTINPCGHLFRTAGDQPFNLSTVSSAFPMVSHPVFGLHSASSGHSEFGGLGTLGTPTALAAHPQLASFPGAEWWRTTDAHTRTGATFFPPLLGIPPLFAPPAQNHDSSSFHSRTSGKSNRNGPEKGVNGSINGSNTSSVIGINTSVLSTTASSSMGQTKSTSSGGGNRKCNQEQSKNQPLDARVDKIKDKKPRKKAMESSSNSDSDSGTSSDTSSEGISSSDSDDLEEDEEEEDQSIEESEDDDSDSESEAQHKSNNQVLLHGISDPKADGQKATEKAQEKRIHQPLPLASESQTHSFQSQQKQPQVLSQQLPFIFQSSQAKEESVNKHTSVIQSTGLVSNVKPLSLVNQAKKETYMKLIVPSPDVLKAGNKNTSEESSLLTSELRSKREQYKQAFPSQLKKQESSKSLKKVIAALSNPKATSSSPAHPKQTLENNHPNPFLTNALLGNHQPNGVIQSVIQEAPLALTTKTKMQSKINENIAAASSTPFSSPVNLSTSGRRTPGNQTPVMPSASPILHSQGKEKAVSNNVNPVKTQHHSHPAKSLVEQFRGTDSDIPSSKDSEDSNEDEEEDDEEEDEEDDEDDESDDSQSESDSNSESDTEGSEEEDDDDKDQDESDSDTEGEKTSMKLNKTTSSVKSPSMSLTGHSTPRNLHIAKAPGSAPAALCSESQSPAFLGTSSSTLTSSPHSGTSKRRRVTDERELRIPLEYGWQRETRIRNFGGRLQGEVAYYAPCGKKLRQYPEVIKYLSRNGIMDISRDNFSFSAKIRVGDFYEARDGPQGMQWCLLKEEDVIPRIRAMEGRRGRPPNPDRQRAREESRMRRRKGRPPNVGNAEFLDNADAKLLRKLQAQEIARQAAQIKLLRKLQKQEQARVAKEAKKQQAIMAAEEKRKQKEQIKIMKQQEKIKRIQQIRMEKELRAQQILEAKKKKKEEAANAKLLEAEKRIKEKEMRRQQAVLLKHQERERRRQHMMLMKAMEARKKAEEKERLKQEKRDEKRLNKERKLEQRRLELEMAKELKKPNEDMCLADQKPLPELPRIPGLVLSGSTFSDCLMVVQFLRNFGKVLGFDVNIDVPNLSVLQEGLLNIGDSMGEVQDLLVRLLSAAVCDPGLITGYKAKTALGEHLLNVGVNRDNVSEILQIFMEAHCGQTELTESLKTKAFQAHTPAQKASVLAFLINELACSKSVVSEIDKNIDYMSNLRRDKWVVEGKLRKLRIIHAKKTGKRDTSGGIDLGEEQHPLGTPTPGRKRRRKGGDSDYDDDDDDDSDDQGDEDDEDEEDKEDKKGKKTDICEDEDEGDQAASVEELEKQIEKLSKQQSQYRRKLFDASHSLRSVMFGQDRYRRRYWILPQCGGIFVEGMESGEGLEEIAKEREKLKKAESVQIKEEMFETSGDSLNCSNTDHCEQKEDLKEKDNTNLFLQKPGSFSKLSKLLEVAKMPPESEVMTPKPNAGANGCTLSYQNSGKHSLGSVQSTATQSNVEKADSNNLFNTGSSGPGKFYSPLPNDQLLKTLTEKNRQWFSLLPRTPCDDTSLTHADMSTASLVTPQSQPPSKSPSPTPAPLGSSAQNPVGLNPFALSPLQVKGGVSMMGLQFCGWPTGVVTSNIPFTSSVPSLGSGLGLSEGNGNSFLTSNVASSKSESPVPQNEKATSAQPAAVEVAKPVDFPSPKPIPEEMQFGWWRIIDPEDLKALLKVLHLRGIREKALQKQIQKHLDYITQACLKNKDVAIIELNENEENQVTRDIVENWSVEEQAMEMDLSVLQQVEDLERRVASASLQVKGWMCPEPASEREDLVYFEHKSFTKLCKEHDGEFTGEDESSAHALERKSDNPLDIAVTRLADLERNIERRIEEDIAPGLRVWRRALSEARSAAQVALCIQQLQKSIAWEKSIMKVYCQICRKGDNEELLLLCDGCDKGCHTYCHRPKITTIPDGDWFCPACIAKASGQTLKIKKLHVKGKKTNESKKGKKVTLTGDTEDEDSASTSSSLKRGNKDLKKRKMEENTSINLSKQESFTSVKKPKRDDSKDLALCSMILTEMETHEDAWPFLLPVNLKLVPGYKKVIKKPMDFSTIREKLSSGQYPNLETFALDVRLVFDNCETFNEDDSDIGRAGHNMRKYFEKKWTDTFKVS
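Complex of BAZ2B and biotin-H3K14Ac (50 nM apiece) forms over 30 min at RT, then faces library compounds up to 110 uM for another 30 min; AlphaScreen beads added, 20 min dark incubation, luminescence read.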
APE1 inh: qHTS Assay for Inhibitors of the Human Apurinic/apyrimidinic Endonuclease 1 (APE1); DNA repair nuclease/redox regulator APEX1 (Homo sapiens), P27695; recombinant APE1, TAMRA/BHQ-2 abasic DNA cleavage fluorescence; Potency, µM (top dose mostly 65.8 µM), inactives show at the top dose activity change, negative = inhibition, hits mostly inhibitors; hit rate 0.35% among 350,000;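 further: plate controls were vehicle for no effect and reference inhibitor for full effect; nearly all actives have a fitted effect of over 55% in size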
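Compound pre-exposure to 0.75 nM APE1, 15 min at ambient temperature. Reaction initiated with 50 nM TAMRA/BHQ-2 THF substrate, read immediately in kinetic mode, 525 nm excitation, 598 nm emission.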
The depositor's hits bear a star; ? = inconclusive; / = no result given; & = joins results of further samples; [ ] = remark or other dose. The call rests on the fitted dose curve; in most records, active means well fitted curve in the direction sought with a large enough effect; inconclusive means small, poorly fitted or top-dose-only effect, or another doubt; inactive means no such curve, though single readings can be large; an effect the other way counts as inactive or inconclusive. Potency means the concentration at half of the fitted maximal effect.

JMJD2A Tudor,G9a inh,BLM helicase inh,Pol eta inh,Pol kappa inh,Pol iota inh,POLB inh,BAZ2B inh,APE1 inh,Compound
0.0%,-8.6%[0.501 µM],-20.6%,-10.8%,-14.9%,64.4%[activator],-11.1%,-27.8%,28.3%,CC(C)(C)c1cc(OC(=O)C2CCCC2)ccc1O
-11.6%,25.1µM*,-1.4%,-12.0%,-7.7%,4.2%,3.4%,-10.6%,11.7%,O=C(O)CC1Sc2nnc(COc3ccc(Cl)cc3)n2N=C1c1ccccc1 (stereo not given)
5.0%,/,-12.1%,-19.3%,-7.2%,5.7%,34.2%,10.5%,-18.6%,COC(=O)C1(Cc2cc(-c3cccc(Br)c3)no2)CCN(C(=O)OC(C)(C)C)CC1
1.8%,/,-2.8%,-12.8%,16.0%,-2.2%,8.8%,-12.0%,-5.8%,CC(C)Cn1c(CCNC(=O)c2ccco2)nc2ccccc21
-14.1%,-21.7%[59 µM],4.4%,-12.0%,1.0%,1.5%,30.5%,-6.4%,3.7%,Cc1cc(C(=O)Nc2nnc(C3CCCCC3)s2)no1
-25.1%,?,-4.5%,-9.5%,-8.8%,3.7%,-0.5%,-3.4%,-3.3%,Cc1cccc(C(=O)NC(=S)Nc2ccc(S(=O)(=O)N(C)c3ccccc3)cc2)c1
-9.9%,12.9%,-2.1%,-16.5%,-5.6%,44.9%[activator],21.2%,-0.7%,0.7%,Cc1ccnn1CCC(=O)N1CCCC(CCC(=O)N2CCN(c3ccccn3)CC2)C1 (stereo not given)
/,34.9%,-4.9%[75.6 µM],/,-14.2%,/,/,/,-4.8%,Cc1cccc(-c2ccc(-c3cc(=O)oc4cc(C)cc(C)c34)cc2)c1
?,44.7µM*,-0.6%,-7.4%,-14.4%,55.7%[activator],-3.8%,?,0.1%,CCOC(=O)N1CCN(C(=O)CCn2c(=S)[nH]c3ccsc3c2=O)CC1
-22.8%,9.4%[59 µM],2.7%,-22.4%,1.2%,-0.3%,24.3%,10.6%,15.4%,Cc1ccc(C)c(OCc2ccc(C(=O)N3N=C(C(F)F)CC3(O)C(F)F)o2)c1 (stereo not given)

(further entries)
JMJD2A Tudor,G9a inh,BLM helicase inh,Pol eta inh,Pol kappa inh,Pol iota inh,POLB inh,BAZ2B inh,APE1 inh,Compound
-5.5%,-19.4%,/,0.4%,-11.4%,4.2%,/,37.2%[activator],19.0%,Cc1ccc(CNC(=O)COC(=O)c2ccc(S(=O)(=O)N3CCCCCC3)cc2)cc1
3.3%,-2.8%[59 µM],-0.3%,-11.5%,-1.1%,-4.3%,-1.1%,-5.0%,-2.1%,CCc1nnc(SCc2ccc(OC(C)C)cc2)n1N
-26.2%,?,3.2%,-12.9%,0.0%,10.5%,/,1.9%,34.1%&-4.1%[activator],Cc1ccc(OC[C@H](O)[C@H](C)NC(C)C)c2c1CCC2
-4.7%,23.0%,-0.1%,-11.0%,-2.2%,15.7%,-11.1%,-2.5%,34.6%,COc1ccccc1C(=O)Nc1ccnn1C1CCN(C(=O)C2CCOC2)CC1 (stereo not given)
53.0%[activator],47.5%[59 µM],-5.7%,-15.3%,-12.3%,-3.0%,-0.6%,64.9%[activator],-0.3%,COc1cccc(CSc2nc3cc4c(cc3cc2C)OCCO4)c1
21.1%,3.1%[59 µM],0.9%,-0.6%,-3.6%,19.4%,12.3%,5.9%,-7.2%,COc1ccc(OC)c(NC(=O)COC(=O)CNC(=O)c2ccc(OC)c(OC)c2)c1
10.6%,8.6%[59 µM],-3.6%,/,-15.4%,13.4%,2.6%,30.0%,/,Cc1c(Cl)cccc1NC(=O)c1noc2c1CCCC2
-4.4%,-15.3%,1.7%,-12.3%,-8.7%,63.6%[activator],-1.1%,-10.1%,-1.6%,CC(C)=CCN1CCN(Cc2ccoc2)CC1CCO (stereo not given)
?,/,/,-16.7%,-0.9%,15.5%,/,/,-7.8%,O=C(NCCCn1ccnc1)c1ccc(-c2cccc(Cl)c2Cl)o1
-7.2%,9.8%,-7.6%,3.1%,-16.5%,41.6%[activator],26.2%,-1.8%,4.4%,O=c1c2ccccc2nnn1COc1ccc(Cl)cc1Br

One compound at a time (already shown):
Profile of COc1ccccc1C(=O)Nc1ccnn1C1CCN(C(=O)C2CCOC2)CC1 (stereo not given) → JMJD2A Tudor: -4.7%; G9a inh: 23.0%; BLM helicase inh: -0.1%; Pol eta inh: -11.0%; Pol kappa inh: -2.2%; Pol iota inh: 15.7%; POLB inh: -11.1%; BAZ2B inh: -2.5%; APE1 inh: 34.6%
Profile of O=C(NCCCn1ccnc1)c1ccc(-c2cccc(Cl)c2Cl)o1 → JMJD2A Tudor: ?; G9a inh: /; BLM helicase inh: /; Pol eta inh: -16.7%; Pol kappa inh: -0.9%; Pol iota inh: 15.5%; POLB inh: /; BAZ2B inh: /; APE1 inh: -7.8%

Going on with the list.
JMJD2A Tudor,G9a inh,BLM helicase inh,Pol eta inh,Pol kappa inh,Pol iota inh,POLB inh,BAZ2B inh,APE1 inh,Compound
-13.4%,?,-3.9%,-5.4%,4.5%,1.3%,16.1%,-31.7%,1.2%,COc1ccc(NC(=O)Cn2c(CCC(=O)O)ccc2-c2ccccc2)cc1
-15.8%,?,-2.5%,-13.3%,-7.2%,34.8%[activator],-4.1%,-18.2%,66.1%[activator],O=S(=O)(Nc1nnc(C2CCCCC2)s1)c1ccc(F)cc1
-13.7%&5.3%,1.6%[59 µM],0.9%&-4.3%,-7.4%&-11.7%,-20.5%&10.6%,?,12.7%&13.2%,-26.6%&3.1%,64.5%[activator],Cc1cccc(CS(=O)(=O)c2ncc(Cl)c(C(=O)NCc3ccccc3)n2)c1
-19.7%,0.4%,-1.9%,-10.1%,4.6%,29.6%,-24.1%,-11.6%,6.9%,O=C(c1ccoc1)N1CCCC(Nc2ccc(F)c(F)c2)C1 (stereo not given)
9.8%,-1.7%[59 µM],-0.6%,-14.1%,0.0%,64.4%[activator],-1.4%,-9.1%,-2.7%[12.4 µM],CCC(C)(C)NC(=O)C(c1ccc(OC)cc1)N(C(=O)CCC(=O)Nc1cc(C)on1)C(C)(C)C (stereo not given)
-29.5%,?,-0.9%,?,-5.1%,12.6µM*,-10.8%,?,-5.4%,COC(=O)c1ccc(-n2c(C)cc(C(=O)CCl)c2C)cc1
-12.3%,-29.0%,-10.4%,-0.6%,-5.9%,-10.1%,9.8%,-10.2%,6.4%,COc1ccc(C(=O)NC2=NCCS2)cc1S(=O)(=O)N1CCCCC1C (stereo not given)
-18.8%,/,/,3.1%,-9.8%,11.7%,/,/,-1.2%,Cc1ccc(NC(=O)CSc2nc3ccccc3c(=O)[nH]2)cc1[N+](=O)[O-]
-19.3%,/,-8.9%,-23.3%,-3.4%,-10.6%,4.7%,5.0%[57.1 µM],-5.4%,Cc1ccc(N2C(=O)N3[C@H](c4ccc(Br)cc4)[C@@H]4C(=O)N(C(C)(C)C)C(=O)[C@@H]4[C@]3(C)C2=O)cc1
11.0%,-38.9%,-2.4%,-14.7%,-20.9%,56.6%[activator],-2.0%,-17.5%,-1.8%,CCOc1ccc(NC(=O)CN(C)CC(=O)Nc2ccc(F)c(F)c2F)cc1OCC

New compounds follow:
JMJD2A Tudor,G9a inh,BLM helicase inh,Pol eta inh,Pol kappa inh,Pol iota inh,POLB inh,BAZ2B inh,APE1 inh,Compound
3.55µM*,/,/,2.82µM*,?,?,/,/,/,CCOC(=O)C(=O)Cc1cccnn1
-31.3%,-19.0%[59 µM],-7.2%,-14.6%,-18.9%,10.9%,-20.7%,/,/,COc1ccc(CNC(=O)c2cc3c(=O)[nH]c4ccccc4c3n2C)c(OC)c1
-13.3%,/,/,-3.5%,-7.7%,15.4%,/,/,/,CN1C[C@@H]2[C@@H]3C(=O)N(Cc4ccccc4)C(=O)[C@@H]3[C@](C)(C1=O)N2C(=O)c1ccccc1
-17.5%,17.9%[0.0925 µM],-1.6%,-6.9%,-11.8%,145.1%[activator],-9.2%,-2.3%,-1.5%,CC(C(=O)N1CCCC1)N1CCN(c2ccccc2O)CC1 (stereo not given)
-2.1%,?,/,-12.8%,2.7%,12.9%,/,-1.7%,3.0%,CC(C(=O)N1CCc2ccccc21)N(C)CC(=O)Nc1cccc(F)c1 (stereo not given)
-10.3%,/,/,-16.9%,-0.5%,15.1%,/,/,/,CC(C)C(=O)N1CCN(c2ccccc2NC(=S)NC(=O)Cc2ccccc2)CC1
-27.5%,-20.9%,2.0%,-5.4%,-18.0%,0.0%,19.1%,11.4%,-4.2%,CCn1nnnc1SCC(=O)c1ccc(NC(C)=O)cc1
7.94µM*,11.2µM*,-4.2%,-11.9%,-15.6%,?,-2.6%,50.1µM*,-2.5%,COCCNCCCOc1ccc(Cl)cc1Br
?,3.4%,0.8%,-2.1%,-17.3%,-9.9%,7.5%,-2.4%,-3.3%,Cc1c(NC(=S)NC(=O)C(c2ccccc2)c2ccccc2)cccc1C(=O)O
-22.1%,15.2%[2.33 µM],/,0.7%,-19.0%,9.1%,/,6.9%,14.3%,Cc1ccc(CNCc2cc(Cl)ccc2O)cc1
-2.1%,19.4%[0.501 µM],/,-14.1%,-24.0%,19.9%,/,15.6%,-4.5%,O=C(Cn1nnc(-c2ccccc2)n1)NC1CCS(=O)(=O)C1 (stereo not given)
-8.3%&-5.7%,-4.0%[12.7 µM],2.4%&2.1%,-22.8%,-0.3%&-5.1%,30.3%[activator],30.4%,6.0%,-2.4%&13.1%,CN1CCC(=O)N(CCSc2ccc(Br)cc2)CC1
-10.7%,-23.7%[59 µM],0.6%,0.1%,-1.8%,7.3%,21.0%,4.9%,-3.2%,O=C(Nc1cccc(NS(=O)(=O)c2ccc(S(=O)(=O)NC3CC3)cc2)c1)c1ccccn1

Compound activity from PubChem.

These rows are one share of the data. The share of hits here may be higher or lower than overall.
